# FBW7 act: human FBW7 E3 ligase activation, primary screen. Q969H0. AlphaScreen FBW7–phospho-cyclin E peptide binding, activator screen. normalized activity (activation), % at 26.1 µM. 0.13% of 650,000 active. AID 1259310; in the data active = normalized activity above about 1.9%;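 note: purified mutant Fbw7 with reduced substrate affinity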
# GPR151 activ: activators of human GPR151 | Q8TDV0 | PathHunter beta-arrestin GPR151 cells, luminescence | activation, % at 11.2 µM | 1% of 650,000 active | AID 1508602; in the data active = activation above about 4.9%;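 note: 0% = median of compound wells and 100% = cells with positive control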
# Target sequence (Q8TDV0 whole entry, looked up): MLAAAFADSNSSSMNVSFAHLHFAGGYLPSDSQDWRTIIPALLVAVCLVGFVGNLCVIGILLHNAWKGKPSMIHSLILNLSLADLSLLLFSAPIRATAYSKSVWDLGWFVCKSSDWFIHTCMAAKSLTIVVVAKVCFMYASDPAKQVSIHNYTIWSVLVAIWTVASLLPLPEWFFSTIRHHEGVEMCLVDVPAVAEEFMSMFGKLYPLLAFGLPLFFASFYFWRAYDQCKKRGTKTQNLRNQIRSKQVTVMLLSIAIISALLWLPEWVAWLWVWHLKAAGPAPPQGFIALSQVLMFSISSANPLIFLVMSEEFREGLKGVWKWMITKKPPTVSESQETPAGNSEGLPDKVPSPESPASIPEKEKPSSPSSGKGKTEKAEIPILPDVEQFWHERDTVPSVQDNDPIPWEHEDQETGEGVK
# MITF primary: blocks human microphthalmia-associated transcription factor. AlphaScreen MITF homodimerization, bead proximity signal. inhibition, % at 2.6 µM. 0.91% of 650,000 active; in the data active = inhibition above about 50%;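 note: 0% = vehicle wells with protein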
# Target sequence (O75030 whole entry, looked up): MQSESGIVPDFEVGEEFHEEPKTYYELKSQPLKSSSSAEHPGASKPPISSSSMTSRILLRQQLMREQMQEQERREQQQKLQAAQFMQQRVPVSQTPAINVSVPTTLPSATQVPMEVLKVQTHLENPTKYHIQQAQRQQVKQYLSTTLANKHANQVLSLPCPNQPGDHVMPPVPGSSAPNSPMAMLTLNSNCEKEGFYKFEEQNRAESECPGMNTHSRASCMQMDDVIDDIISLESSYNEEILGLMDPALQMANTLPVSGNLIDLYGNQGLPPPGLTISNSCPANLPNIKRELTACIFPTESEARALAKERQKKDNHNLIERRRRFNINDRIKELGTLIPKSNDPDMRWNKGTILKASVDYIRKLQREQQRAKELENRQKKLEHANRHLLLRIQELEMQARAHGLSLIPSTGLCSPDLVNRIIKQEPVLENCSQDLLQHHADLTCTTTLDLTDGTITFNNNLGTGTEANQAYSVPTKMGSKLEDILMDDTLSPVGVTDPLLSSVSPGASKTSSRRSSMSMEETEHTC
# TEAD-YAP block: TEAD-YAP interaction inhibition. HEK-TIYL cells, TEAD-Gal4/YAP UAS-luciferase luminescence. inhibition, % at 9.12 µM. 1.4% of 640,000 active. AID 1259422; in the data active = inhibition above about 32%;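 note: 0% = median of test compound wells and 100% = reference inhibitor wells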
# * = called active by the depositor.
SMILES,FBW7 act,GPR151 activ,MITF primary,TEAD-YAP block
CN(CC(=O)N1CCCCCC1)S(=O)(=O)c1ccc2[nH]c3c(c2c1)CCCC3,0.2,-0.2,3,3
CCN1CCN(S(=O)(=O)c2ccc([N+](=O)[O-])cc2)CC1,-0.2,-0.4,0,3
OC1CCN(c2ccnc3c(-c4ccc(F)c(Cl)c4)cnn23)CC1,-0.2,-1.5,-22,-56
COc1ccc(-c2noc(CN(C(=O)c3ccc(OC)c(OC)c3)C(C)C)n2)cc1,0.0,-2.2,9,-9
COc1ccc(-c2nnn(CC(=O)Nc3ccccc3Cl)n2)cc1,1.2,-0.8,12,-7
O=C(NCC1CCCO1)c1nnc(Cc2ccc(Cl)cc2)o1 (stereo not drawn),0.1,1.3,2,-13
Cc1ccc(S(=O)(=O)N2C(C)CCCC2C)c(C)c1 (stereo not drawn),0.2,-0.1,2,7
CCSc1ccc(C(=O)Nc2nc3c(s2)COc2ccccc2-3)cc1,0.1,0.7,1,3
Cc1c(C(=O)O)sc2nc(SCC(=O)N3CCCC3)[nH]c(=O)c12,0.2,0.1,1,-5
Fc1ccc(-c2n[nH]c(=S)nc2-c2ccc(F)cc2)cc1,0.1,-0.1,13,17
CC(C)Cn1c2c(=O)n(C)c(=O)n(C)c2n2c(-c3ccccc3)nnc12,0.0,-0.2,16,3
CCOc1cc(C(=O)NNC(=S)NCCCOC(C)C)cc(OCC)c1OCC,0.2,1.1,13,6
O=C(CNC12CC3CC(CC(C3)C1)C2)N1CCc2ccccc21,-0.2,0.2,4,4
O=C1N[C@@H](COCc2ccccc2)C(=O)N2CCN(C(=O)c3cccc(Cl)c3)C[C@H]12,-0.3,0.2,-5,-2
CC(C)(CO)NC(=O)C12CC3CC(CC(Br)(C3)C1)C2,0.3,1.3,14,0
O=C(c1ccco1)N1CCN(C(c2ccccc2Cl)c2nnnn2C2CCCC2)CC1 (stereo not drawn),0.5,1.0,13,-9
CCS(=O)(=O)N1CCC(NC(=O)c2cccc(C)c2)CC1,-0.2,-0.9,4,7
Ic1ccc(Nc2nc(NC3CCCCC3)nc(N3CCCC3)n2)cc1,-0.1,-0.5,1,-2
CCCCOc1ccc(NC(=O)C(=O)NCCCN2CCOCC2)cc1,0.1,1.1,1,12
CC1CCC(NC(=O)C2(C)CCC(=O)N2CCc2ccccc2)CC1 (stereo not drawn),-0.1,-1.2,-11,1
COc1cccc(C(=O)Nc2nnc(SCC(=O)NC(C)(C)C)s2)c1,0.0,-1.0,15,-11
Cc1ccc(NC(=O)CCC(=O)OC2CCC(C(C)(C)C)CC2)cc1 (stereo not drawn),-0.1,0.4,-13,5
O=C(c1ccc(Br)cc1)N1CCN(c2ccc([N+](=O)[O-])cc2)CC1,0.0,-0.7,-2,-7
CCOc1cc(/C=C2\C(=O)NC(=O)N(c3ccc(O)cc3)C2=O)ccc1O,-0.1,-0.8,-14,11
C=CCN(CC=C)C(=O)Cc1ccc(OC)cc1,-0.2,0.6,-15,-5
C/C=C/C(=O)OCC(=O)Nc1cccc(S(N)(=O)=O)c1,0.0,0.1,-11,0
O=C(CN1CCOC1=O)N1CCCC(CNC(=O)C2(c3ccc(Cl)cc3)CC2)C1 (stereo not drawn),-0.1,-0.8,0,-12
Cc1cc(OCC(=O)Nc2ccc(-c3nc4ncccc4o3)cc2)cc(C)c1Cl,0.7,-1.4,7,8
Cc1ccc(NC(=O)CCc2c(C)nc3nc(C)nn3c2C)c(Cl)c1,0.9,-1.0,6,-4
O=C(NC1CCCCCC1)c1ccc2c(=O)n(C3CCCC3)c(=S)[nH]c2c1,0.0,0.8,-6,-11
COc1cc(-c2csc(C3COc4ccccc4O3)n2)ccc1O (stereo not drawn),-0.1,-0.9,3,-33
CCOC(=O)C(NC(=O)c1ccccc1)(Nc1ccc(Cl)cn1)C(F)(F)F (stereo not drawn),-0.1,-0.9,5,-6
O=C(CSc1ncccc1C(=O)O)Nc1nc2c(s1)CCCC2,-0.1,-0.4,-3,1
O=C(N/N=C/c1cc([N+](=O)[O-])cc([N+](=O)[O-])c1O)c1ccncc1,0.0,0.0,11,7
CCCCCCCCOc1ccc(C(=O)O)cn1,0.2,1.7,-9,4
Cc1ccc(-n2c(SCc3cc(=O)n4cc(Cl)ccc4n3)nc3c(sc(=S)n3-c3ccc(C)c(C)c3)c2=O)cc1,-0.2,0.7,0,-1
CSc1cccc(NC(=O)C2C3C=CC4(O3)C2C(=O)N(CCN2CCCCC2C)C4C(=O)NC2CCCCC2)c1 (stereo not drawn),0.2,-0.8,13,2
O=C(c1ccco1)N1CCN(C(=O)c2ccc(Cl)cc2Cl)CC1,0.3,0.6,21,-6
Cc1cccc(-n2nc3c(c2NC(=O)c2ccc([N+](=O)[O-])cc2)CSC3)c1C,-0.2,0.9,-3,-7
CC(C)(C)OC(=O)N1CCCC(c2ccnc3cc(C(C)(C)C)nn23)C1 (stereo not drawn),2.1*,-1.0,9,7
COc1cc(Br)c(/C=C2\SC(=S)NC2=O)cc1OC,-0.2,-0.4,-8,0
O=C(c1ccco1)N1CCN(c2cnn(-c3ccccc3)c(=O)c2Cl)CC1,0.2,1.0,11,-13
COc1ccc(Cn2nnnc2CN(CCO)Cc2cc3cc(C)ccc3[nH]c2=O)cc1,0.3,-0.1,1,12
CC(=O)c1ccc(OCC(=O)NC2CCCCCC2)cc1,-0.1,-0.5,-3,-14
CC(NC(=O)Nc1ccccc1)C(c1ccccc1)N1CCN(C)CC1 (stereo not drawn),1.2,-1.3,14,-5
CCOC(=O)C(CC(C)C)N(Cc1cccc(F)c1)S(=O)(=O)c1ccc(Br)cc1 (stereo not drawn),-0.1,0.0,-5,-8
CC1CCCN(C(=O)Cc2c(C(=O)O)[nH]c3ccccc23)C1 (stereo not drawn),0.0,0.1,-6,-5
Cc1ccc2c(c1)C1CN(C)CCC1N2C(=O)COc1ccc(N(C)C(=O)C(C)(C)C)cc1 (stereo not drawn),0.3,-0.7,2,11
COc1cccc(C(C)NC(=O)c2cccc(OC)c2OC)c1 (stereo not drawn),0.0,-0.5,1,8
CC(C)CSc1nc2ccccc2c(=O)[nH]1,0.1,1.6,5,-1

# In a second layout: entries from further up
O=C(c1ccco1)N1CCN(c2cnn(-c3ccccc3)c(=O)c2Cl)CC1
- FBW7 act: 0.2
- GPR151 activ: 1.0
- MITF primary: 11
- TEAD-YAP block: -13

COc1ccc(Cn2nnnc2CN(CCO)Cc2cc3cc(C)ccc3[nH]c2=O)cc1
- FBW7 act: 0.3
- GPR151 activ: -0.1
- MITF primary: 1
- TEAD-YAP block: 12

CC(=O)c1ccc(OCC(=O)NC2CCCCCC2)cc1
- FBW7 act: -0.1
- GPR151 activ: -0.5
- MITF primary: -3
- TEAD-YAP block: -14

CC(NC(=O)Nc1ccccc1)C(c1ccccc1)N1CCN(C)CC1 (stereo not drawn)
- FBW7 act: 1.2
- GPR151 activ: -1.3
- MITF primary: 14
- TEAD-YAP block: -5

# Additional records
SMILES,FBW7 act,GPR151 activ,MITF primary,TEAD-YAP block
COc1ccc(NC(=O)c2ccc(N3CCCCS3(=O)=O)cc2)c(OC)c1,0.1,1.6,-13,3
O=C(CCc1ccccc1)NC1CCSC1=O (stereo not drawn),0.1,0.2,-1,10
COc1cccc(C2Nc3ccccc3-c3cc(C)nn32)c1OC (stereo not drawn),0.0,0.4,-3,-6
Cn1cnnc1SCC(=O)NC1CCCCCC1,0.0,1.9,-2,9
CCOc1cc2c(cc1OCC)C(C(=O)O)C(c1cccc(OC)c1OC)N(C)C2=O (stereo not drawn),0.1,0.4,11,2
Cc1ccc2oc(-c3cccc(NC(=O)CC(C)C)c3)nc2c1,0.1,0.6,-4,-26
COc1ccc(Cl)cc1S(=O)(=O)N1CCN(CC(=O)Nc2ccc(OCc3ccccc3)cc2)CC1,-0.1,0.3,11,11
CN(CCc1ccccn1)C(=O)c1ccc(N2CC3CC(C2)c2cccc(=O)n2C3)c(NC(=O)c2ccc(Br)o2)c1 (stereo not drawn),0.5,-2.1,7,-5
CCOC(=O)/C(=N/Nc1ccccc1Br)c1csc(N)n1,0.0,0.6,7,6
COC(CNC(=O)c1cc(S(=O)(=O)N2CCc3ccccc32)ccc1F)OC,0.0,-0.3,8,7
CCOC(=O)C1=C(COC(=O)c2cc(=O)c3ccccc3o2)NC(=O)NC1c1ccccc1 (stereo not drawn),0.0,0.3,4,8
Cc1cc(OCC(=O)NNC(=O)CCOc2ccccc2)ccc1Cl,0.0,1.5,1,8
Cc1cc(Br)ccc1NC(=O)CS(=O)(=O)c1cccc2nsnc12,0.3,-0.4,25,9
Cc1ccc(/C(O)=C2\C(=O)C(=O)N(c3ncccn3)C2c2ccc([N+](=O)[O-])cc2)cc1 (stereo not drawn),-0.1,-1.5,-7,13
COc1ccc(N=c2oc3c(C)ncc(CO)c3cc2C(N)=S)cc1,0.0,-1.0,-5,-5
O=C(C1CCCO1)N1CCN(C(=S)Nc2ccc(F)cc2)CC1 (stereo not drawn),0.0,-0.3,4,-8
O=C(CSc1nc(C2CC2)nc2ccccc12)Nc1nccs1,0.3,1.5,9,-4
COc1nc(N2CCCCCC2)nc(-n2ccnc2)n1,0.0,-0.9,-17,-16
C=CCn1c(N)cc(=O)nc1SCC(=O)Nc1sc2c(c1C(=O)OCC)CCC2,-0.1,0.1,-8,-4
CCCCc1nnc(SCC(=O)Nc2ccc(OC)cc2)n1C,0.0,0.2,-6,5
O=C1/C(=C/c2ccc(-c3ccc(Br)cc3)o2)C=C(c2ccccc2)N1c1ccc(Sc2ccc([N+](=O)[O-])cc2)cc1,-0.2,-0.4,-8,-7
O=c1sc2ccccc2c(NCCCN2CCOCC2)c1[N+](=O)[O-],0.2,-1.4,4,7
CCOC(=O)N1CCC(NC(=O)C(NC(=O)C2CCC(C)CC2)C(C)C)CC1 (stereo not drawn),0.0,-0.3,-20,1
O=C(CSC1=NCCS1)Nc1cccc2ccccc12,-0.2,1.5,4,-3
CCC(C)n1c(SCc2c(F)cccc2Cl)nc2ccsc2c1=O (stereo not drawn),0.2,1.2,17,-2
Cc1ccnc(NS(=O)(=O)c2ccc(Br)s2)c1,0.3,1.9,6,-2
CC(=O)c1ccc(C)cc1OC(=O)c1ccc(C)cc1,0.0,-1.0,12,-7
O=C(CSc1nnc(-c2ccccn2)n1-c1ccccc1)Nc1ccc2c(c1)OCO2,0.2,-1.7,21,7
CC(C)c1nnc(NC(=O)Cn2c(=O)oc3ccccc32)s1,0.0,-0.4,-4,4
COc1ccc2ccccc2c1CN1CCC(O)CC1,-0.1,-0.7,35,1
Fc1ccccc1C1C=C(c2ccc(Br)cc2)Nc2nc3ccccc3n21 (stereo not drawn),-0.3,0.1,-4,-86
CCCCOc1ccc(NC(=O)CSc2nnc(-c3cccc(F)c3)n2-c2ccccc2)cc1,0.0,0.2,2,8
CCOc1ccc2nc(Cl)c(C3CC(c4ccco4)=NN3S(C)(=O)=O)cc2c1 (stereo not drawn),0.3,-1.2,7,5
CC1CN(c2ccc([N+](=O)[O-])cc2Cl)CCN1S(=O)(=O)Cc1ccccc1 (stereo not drawn),0.6,-1.7,-3,-1
CCN(c1cccc(C)c1)S(=O)(=O)c1ccc2c(c1)CCN2C(=O)CCC(=O)O,0.5,-2.2,10,12
CCOc1ccc(NC(=O)c2ccc(C(=O)O)cc2C(=O)O)cc1,0.1,1.5,-3,-4
COc1cc(CNC(=O)c2ccccn2)cc(OC)c1,-0.1,0.7,-6,-10
CC(C)OC(=O)c1nnn(-c2nonc2N)c1CSc1nc2ccccc2o1,0.0,0.2,-6,-1
CN(C)CC(C)(O)c1ccc2c(c1)CN(C(=O)c1cc(-c3ccccc3)no1)CCO2 (stereo not drawn),0.0,2.9,-8,4
O=C(CCN1C(=O)c2ccccc2C1=O)Nc1ccccc1F,0.7,-0.6,10,3
Cc1ccc(CNC(=O)c2nnn(CC(=O)Nc3cc(C)cc(C)c3)c2N)cc1,0.7,-0.3,2,-6
CCN1C(=O)CC(C(=O)Nc2cccc(C(=O)O)c2)SC1=Nc1ccc(Cl)cc1 (stereo not drawn),-0.1,0.6,0,-10
O=C(CCN1C(=O)C2C3C=CC(C3)C2C1=O)N1CCN(c2ccccc2F)CC1 (stereo not drawn),0.0,5.1*,13,3
COC(=O)c1cccc2c1-c1ccccc1C2,1.0,0.3,5,5
COc1ccc(C2C(=O)N(C3CCCCC3)CC(=O)N2C2CC2)cc1OC (stereo not drawn),0.6,-1.6,12,-3
COc1cc(/C=N\NC(=O)c2nc3nc(C)cc(C)n3n2)ccc1O,0.2,-0.7,2,-3
Cc1cc(NCCN(C(C)C)C(C)C)nc(N2CCCC2CO)n1 (stereo not drawn),0.0,-0.7,0,1
Cc1cnc(Nc2ccccn2)nc1NCc1ccccc1,-0.1,1.9,9,4
CCCCCOc1ccc2c(=O)c(Oc3cccc(C)c3)coc2c1,-0.1,1.5,7,3

# Complete entries, looked up by structure. Screens in order: FBW7 act, GPR151 activ, MITF primary, TEAD-YAP block
# `CC1CN(c2ccc([N+](=O)[O-])cc2Cl)CCN1S(=O)(=O)Cc1ccccc1` (stereo not drawn) as listed: 0.6, -1.7, -3, -1
# `Cc1cnc(Nc2ccccn2)nc1NCc1ccccc1` as listed: -0.1, 1.9, 9, 4

# From PubChem
